AID2073: inhibitors of Mint1-CaV2.2 protein interaction, biochemical, HTRF (AID 2073) | HTRF protein-protein interaction, Mint1-CaV2.2; higher % means a stronger effect | inhibition, % at 20 µM; hits with a dose series show IC50 in µM | 290,000 compounds, 0.19% hits; in the data active = inhibition mostly above about 51%, no sharp cut-off; also: some results filed as inactive read as strong as hits
GPR55 antagonists: GPR55 antagonists blocking LPI-driven arrestin recruitment, primary screen, imaging, U2OS, beta-arrestin-GFP, LPI agonist (AID 2013); U2OS GPR55 beta-arrestin-GFP translocation imaging, LPI antagonism; higher % means a stronger effect; one-dose inhibition, % at 10 µM; IC50 in µM for titrated hits; 290,000 compounds, 0.13% hits;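 active = spots per cell inhibited over 60%, with over 100 cells counted and total cytoplasm intensity under 500,000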;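 also: U2OS cells stably carrying GPR55 and arrestin-GFP stimulated by 5 µM LPI near EC80; imaged beta-arrestin-GFP aggregate spots per cell after agonist stimulation; plate controls were LPI-stimulated DMSO wells for no effect and DMSO wells without LPI for full effect; some results filed as inactive read as strong as hits; confirmed hits need IC50 under 10 µM and bright autofluorescent wells are also inconclusive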
GPR55 beta-arrestin: GPR55 agonists via beta-arrestin recruitment, primary screen, imaging, U2OS cells, beta-arrestin-GFP redistribution (AID 1961); U2OS GPR55 beta-arrestin-GFP redistribution imaging; higher % means a stronger effect; activation, % at 10 µM, or EC50 in µM where a hit was titrated; 290,000 compounds, 0.048% hits;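 active = activation above 40% with more than 50 cells counted in the well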;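 also: U2OS osteosarcoma cells stably expressing GPR55 and beta-arrestin-GFP; plate controls were DMSO negative control for no effect and LPI positive control for full effect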
Dengue-2 NS5 capping: flavivirus cap methylation enzyme inhibition – biochemical, confirmation dose response, primary screen (AID 588689); Dengue-2 NS5 methyltransferase capping enzyme assay, biochemical; higher % means a stronger effect; inhibition, % at 25 µM; hits with a dose series show IC50 in µM; 340,000 compounds, 0.3% hits; in the data active = a potency from the dose series
NTR1 ag: agonists of NTR1, primary screen, imaging, U2OS cells, beta-arrestin-GFP, high content (AID 493036). activation, % at 20 µM. 330,000 compounds, 0.17% hits. NTR1-U2OS beta-arrestin-GFP spot imaging, agonist mode;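 active = activation at or above 40% of the spot to cytoplasm intensity ratio, with at least 20 cells analyzed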;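 also: 0% = DMSO without peptide and 100% = 100 nM NTR1 peptide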
Target sequence (P30989 whole entry, looked up): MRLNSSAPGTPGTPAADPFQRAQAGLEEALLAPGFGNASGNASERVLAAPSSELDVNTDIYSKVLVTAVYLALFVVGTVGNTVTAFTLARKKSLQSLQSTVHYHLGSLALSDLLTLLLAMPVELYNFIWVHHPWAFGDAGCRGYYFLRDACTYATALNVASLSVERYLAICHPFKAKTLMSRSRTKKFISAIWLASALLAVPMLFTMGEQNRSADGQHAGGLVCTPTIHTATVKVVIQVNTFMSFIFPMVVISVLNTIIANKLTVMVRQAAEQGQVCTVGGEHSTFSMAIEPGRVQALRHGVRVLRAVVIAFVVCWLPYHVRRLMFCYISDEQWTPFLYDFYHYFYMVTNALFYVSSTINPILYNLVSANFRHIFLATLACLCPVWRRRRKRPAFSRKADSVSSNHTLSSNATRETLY
GPR35 arrestin U2OS: inhibition of zaprinast-stimulated GPR35 beta-arrestin translocation – imaging, U2OS, beta-arrestin-GFP, zaprinast agonist, primary screen (AID 2058); U2OS GPR35 beta-arrestin-GFP translocation imaging, zaprinast antagonism; higher % means a stronger effect; one-dose inhibition, % at 10 µM; IC50 in µM for titrated hits; 290,000 compounds, 0.052% hits;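 active = inhibition of at least 50% with at least 30 cells and total cytoplasm GFP at most 10,000,000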
Siah-1 displacement: Siah-1 peptide-binding antagonists, primary screen, biochemical, fluorescence polarization, rhodamine-plectin, uHTS (AID 1817); displacement, % at 20 µM, or IC50 in µM where a hit was titrated; Siah-1 / rhodamine-plectin peptide fluorescence polarization; higher % means a stronger effect; 290,000 compounds, 0.02% hits;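 active = displacement of at least 50% at 20 µM, with a fluorescence ratio check between 0.3 and a set limit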;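 also: plate controls were Siah plus tracer with DMSO for no effect and tracer alone without Siah for full effect; strong numbers were not always called active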
K1F lysis inhibition: protection from phage-mediated lysis, alamar blue read-out – E. coli UTI89, K1F phage, bacterial capsule biogenesis inhibitors (AID 488966). E. coli UTI89 K1F phage lysis, alamar blue, 2 h; higher % means a stronger effect. inhibition, % at 100 µM, or IC50 in µM where a hit was titrated. 340,000 compounds, 0.02% hits;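 active = phage lysis inhibition, versus mean bacterial control, above a set limit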;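 also: capsule biogenesis inhibitors block K1F phage lysis so surviving cells raise fluorescence; higher fluorescence means more inhibition of phage lysis; actives were called in the ten point dose series up to 300 µM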
HIV peptide binding: inhibitors of HIV fusion peptide binding, primary screen, biochemical, uHTS, fluorescence dequenching (AID 1986); cell-free peptide binding, fluorescence dequenching, 30 min; higher % means a stronger effect; inhibition, % at 20 µM, or IC50 in µM where a hit was titrated; 290,000 compounds, 0.3% hits; in the data active = inhibition mostly above about 52%, no sharp cut-off; inactive = mostly below about 76%; also: some results filed as inactive read as strong as hits
NTR1 ag cell count 20 µM: also measured in NTR1 ag; calls as there; cell count; measured here: cell count, cytotoxicity flag
Numbers without * were called inactive; i = inactive; / = not tested or not shown; [ ] = dose if it differs, or a comment.

entry	compound	Dengue-2 NS5 capping	NTR1 ag cell count 20 µM	GPR55 beta-arrestin	Siah-1 displacement	NTR1 ag	GPR35 arrestin U2OS	HIV peptide binding	GPR55 antagonists	AID2073	K1F lysis inhibition
1	CCOc1ccc(NC2=NCC(=O)N2CCc2ccccc2)cc1	-3%	52	-0.1%	-3%	3.5	-16%	-1.1%	-19%	-1%	5.7%
2	COc1ccc(Nc2nc(=O)c3cc([N+](=O)[O-])ccc3s2)cc1	-6%	/	-0.1%	-1%	/	16%	-6.6%	5%	51%	-0.1%
3	CCN(CC)S(=O)(=O)c1ccc(/C=C/C(=O)OCC(=O)N(C(C)C)C(C)C)cc1	-7%	70	-0.3%	-3%	2.9	-4%	-0.8%	1%	-2%	0.5%
4	CCC(C)[C@H](NC(=O)NCCCN1CCOCC1)C(=O)OC (some centres not stated)	-8%	75	-0.1%	0%	0.1	16%	-3.4%	-6%	12%	-2.2%
5	CC1CCCCC1NC(=O)COC(=O)CNC(=O)c1cccc(F)c1 (configuration not stated)	-8%	43	-0.3%	-3%	-1.0	10%	-1.9%	14%	5%	-0.3%
6	CCCN1CCCc2cc(CN(CCCN3CCOCC3)C(=O)Nc3ccc(OCC)cc3)ccc21	-1%	57	1.0%	-1%	0.9	-16%	-0.3%	-16%	-12%	7.2%
7	CSc1n[nH]c(-c2ccc(C(F)(F)F)cc2)n1	-6%	54	0.3%	-3%	-0.4	-5%	-0.2%	-6%	13%	0.6%
8	Cc1ccc(NC2OC(C(O)CO)C(O)C2O)cc1[N+](=O)[O-] (configuration not stated)	-2%	29	-0.1%	-1%	-1.4	22%	-1.3%	-23%	6%	-0.3%
9	COc1ccccc1CNC(=O)C1CCC(=O)N(CCCc2ccccc2)C1 (configuration not stated)	-3%	57	0.3%	0%	-0.9	-5%	1.4%	8%	18%	5.2%
10	O=C(c1ccc(=O)[nH]n1)N1CCc2ccccc2C1	-8%	66	-0.6%	-5%	-0.9	11%	-0.9%	-14%	-13%	2.7%
11	CC(C)(C)C1=Nn2c(nnc2-c2ccccn2)SC1	-5%	80	0.6%	-3%	5.6	-7%	0.0%	-9%	7%	0.4%
12	COCCNC(=O)C(C)N1c2cccc3cccc(c23)S1(=O)=O (configuration not stated)	-6%	94	0.5%	-4%	-2.3	-3%	1.9%	-2%	17%	-1.0%
13	Cc1cc(-c2cc(-c3ccc(Cl)cc3)on2)nc(NC2CCCC2)n1	-7%	86	-0.2%	2%	22	-6%	-1.7%	9%	7%	1.9%
14	COc1ccc(-c2noc(CN(C)S(=O)(=O)c3ccc(Cl)cc3)n2)cc1OC	-6%	69	-0.1%	5%	2.3	-9%	0.5%	16%	-4%	3.2%
15	Nc1nc(-c2cc(Cl)cc(Cl)c2OC(F)F)cs1	-2%	32	-0.4%	6%	4.1	-8%	1.4%	3%	-5%	0.1%
16	Cc1cc(C(=O)CCC(=O)N2CCN(c3ccccc3F)CC2)c(C)s1	-19%	39	-0.3%	0%	1.4	3%	-1.3%	4%	-14%	0.2%
17	CN(C)c1ccc(/C=c2\sc3n(c2=O)CCCN=3)cc1	-39%	73	-0.4%	1%	-2.6	7%	19%	4%	-7%	0.7%
18	Cc1cc(C)c2c(n1)sc1c(N3CCCCC3)ncnc12	/	66	-0.2%	-2%	3.1	-13%	-0.4%	-3%	3%	/
19	COc1ccc(/C=N/N=C2/NC(=O)CC(C(=O)O)S2)cc1 (configuration not stated)	3%	61	-0.3%	10%	-1.1	-1%	3.8%	15%	2%	0.3%
20	COc1ccc(NC(=O)c2cccc(S(=O)(=O)N3CCOCC3)c2)cc1	-12%	47	0.5%	1%	0.6	1%	0.8%	8%	8%	-0.1%
21	CCCSc1cc(N)cc([N+](=O)[O-])c1	-2%	85	-0.3%	3%	-0.8	-2%	-2.1%	2%	-4%	0.6%
22	O=C(NN1C(=O)C2CCCCC2C1=O)c1ccco1 (configuration not stated)	-8%	59	0.3%	-5%	0.9	-2%	-2.4%	3%	-3%	0.2%
23	O=C(NC1CCCCC1)c1ccc(Cn2cc(Cl)cn2)cc1	-7%	90	-0.1%	4%	-2.3	13%	2.2%	8%	7%	0.3%
24	CSc1ccc(Cn2nnc(C(=O)Nc3ccc(C)c(C)c3)c2N)cc1	-7%	63	-0.1%	-2%	0.2	15%	-0.8%	1%	16%	6.8%
25	CCN(CC1CCCN(CCc2cccc(OC)c2)C1)C(=O)c1ccoc1 (configuration not stated)	-3%	54	0.2%	2%	0.0	-5%	0.3%	15%	1%	1.0%[50 µM]

Another view of some results above.
20	COc1ccc(NC(=O)c2cccc(S(=O)(=O)N3CCOCC3)c2)cc1
- Dengue-2 NS5 capping: -12%
- NTR1 ag cell count 20 µM: 47
- GPR55 beta-arrestin: 0.5%
- Siah-1 displacement: 1%
- NTR1 ag: 0.6
- GPR35 arrestin U2OS: 1%
- HIV peptide binding: 0.8%
- GPR55 antagonists: 8%
- AID2073: 8%
- K1F lysis inhibition: -0.1%

22	O=C(NN1C(=O)C2CCCCC2C1=O)c1ccco1 (configuration not stated)
- Dengue-2 NS5 capping: -8%
- NTR1 ag cell count 20 µM: 59
- GPR55 beta-arrestin: 0.3%
- Siah-1 displacement: -5%
- NTR1 ag: 0.9
- GPR35 arrestin U2OS: -2%
- HIV peptide binding: -2.4%
- GPR55 antagonists: 3%
- AID2073: -3%
- K1F lysis inhibition: 0.2%

Later entries:
entry	compound	Dengue-2 NS5 capping	NTR1 ag cell count 20 µM	GPR55 beta-arrestin	Siah-1 displacement	NTR1 ag	GPR35 arrestin U2OS	HIV peptide binding	GPR55 antagonists	AID2073	K1F lysis inhibition
26	Cc1ccc(-c2csc(N3CCC[C@@H]3C(=O)NCCn3c(C(F)(F)F)nc4ccccc43)n2)cc1	-9%	89	-0.2%	-4%	5.7	-3%	0.9%	-6%	-8%	-1.3%
27	Cc1csc(NC(=O)c2cc(C)oc2C)n1	-6%	57	-0.1%	4%	-1.4	-2%	-1.2%	23%	-3%	0.4%
28	COc1cc2c(cc1NC(=O)CN1CCN(S(=O)(=O)c3ccc(C)cc3)CC1)oc1ccccc12	2%	50	0.1%	2%	2.0	2%	-0.1%	19%	22%	-2.1%
29	CC1CN(C(=O)COC(=O)c2cc(=O)c3ccccc3o2)CC(C)O1 (configuration not stated)	-7%	44	0.3%	-5%	0.8	-13%	-1.3%	-3%	4%	-0.6%
30	Cc1cc(=O)[nH]c(SCC(=O)NC2CCCc3ccccc32)n1 (configuration not stated)	-8%	61	-0.6%	0%	-0.5	2%	-0.6%	5%	-13%	3.2%
31	Cc1ccc(OCC(=O)Nc2ccccc2N2CCCC2)c(C)c1	11%	94	-0.1%	-4%	6.7	-4%	-0.5%	-17%	-12%	-0.3%
32	CCOc1ccccc1NC(=O)Cn1c(=O)oc2ccccc21	-5%	39	-0.1%	-2%	0.5	-5%	-0.5%	4%	-4%	-0.1%
33	Cc1ccc2c(c1)CCCN2C(=O)CSc1ccccc1	-6%	63	0.3%	4%	-1.1	-3%	1.4%	1%	5%	0.9%[50 µM]
34	Cc1cc(C)cc(Oc2coc3cc(O)ccc3c2=O)c1	6%	55	-0.2%	-5%	1.3	9%	-0.8%	8%	31%	-1.5%
35	COc1cc2c(cc1OC)-c1nc3ccccc3c(=O)n1C(C)(C)C2	1%	66	-0.1%	0%	3.3	2%	1.1%	5%	15%	0.6%
36	CCCCNC(=O)C1C2C=CC3(CN(Cc4ccccc4Cl)C(=O)C13)O2 (configuration not stated)	-9%	58	0.6%	3%	0.3	5%	1.6%	36%	4%	0.7%
37	Cc1c(C)c(C)c(CO/N=C/c2cccs2)c(C)c1C	-9%	45	0.2%	0%	2.1	-4%	0.8%	-4%	7%	-0.1%
38	CCSc1nnc2ccc(-c3cccs3)nn12	-14%	54	0.6%	1%	2.6	-2%	0.5%	11%	25%	0.4%
39	Cn1c(CO)nc2cc(N)ccc21	-1%	51	0.0%	0%	2.8	14%	0.3%	12%	4%	1.2%
40	CCC(C)[C@H](NC(=O)Nc1ccccc1F)C(=O)OC (some centres not stated)	-5%	43	-0.2%	2%	0.0	9%	0.8%	4%	8%	0.0%
41	COc1cccc(C2CC(c3cccc(NS(C)(=O)=O)c3)=NN2C(=O)c2ccccc2)c1OC (configuration not stated)	1%	60	-0.2%	2%	1.4	11%	0.1%	11%	1%	0.1%
42	Cc1ccc(CNS(=O)(=O)NCc2ccccc2F)cc1	-12%	85	0.0%	6%	0.8	-6%	-0.5%	9%	-1%	0.4%
43	O=C(O)C1CCN(C(=O)c2cccc3ccccc23)CC1	-6%	54	0.2%	11%	-0.8	-8%	-0.1%	5%	-11%	0.0%
44	CCc1ccc(OCc2n[nH]c(=S)n2Cc2ccccc2)cc1	-8%	84	-0.1%	1%	2.8	24%	0.5%	13%	8%	0.2%
45	COc1ccc(S(=O)(=O)N(C)C)cc1NC(=O)CN1C(=O)NC2(CCCC2)C1=O	-12%	22	-0.1%	-4%	0.6	-8%	-0.9%	-1%	2%	-0.1%
46	COc1oc(-c2ccc(Cl)cc2)nc1C(F)(F)F	-7%	70	0.1%	0%	-1.4	-1%	0.0%	0%	-1%	0.1%
47	O=[N+]([O-])c1ccc(N/N=C\c2ccccc2OCc2ccccc2)cc1	-35%	56	-0.1%	-6%	-0.7	7%	12%	-8%	3%	0.1%
48	C/C(CC(=O)NCc1ccco1)=N\NC(=O)Cc1ccc(Cl)cc1	-6%	48	0.0%	0%	-1.2	9%	-0.7%	-2%	-4%	-0.2%
49	Cc1cc(Cl)ccc1NC(=S)NCc1ccccc1Cl	-4%	55	-0.2%	3%	1.6	7%	-2.6%	-3%	-8%	i
50	O=C(O)COc1cccc2ccccc12	4%	87	0.2%	-11%	0.2	5%	-1.2%	-8%	1%	-1.0%
51	O=C(c1ccc(Cn2cc(Br)cn2)cc1)N1CCN(c2ccccc2)CC1	-6%	88	-0.1%	9%	2.4	-15%	0.7%	5%	9%	8.3%
52	Cc1cccc(C)c1NC(=O)Cn1nnnc1N	-1%	52	0.9%	-1%	0.8	-4%	1.3%	1%	4%	-0.2%

In the list so far, these have a CF3 group:
entry	compound	Dengue-2 NS5 capping	NTR1 ag cell count 20 µM	GPR55 beta-arrestin	Siah-1 displacement	NTR1 ag	GPR35 arrestin U2OS	HIV peptide binding	GPR55 antagonists	AID2073	K1F lysis inhibition
7	CSc1n[nH]c(-c2ccc(C(F)(F)F)cc2)n1	-6%	54	0.3%	-3%	-0.4	-5%	-0.2%	-6%	13%	0.6%
26	Cc1ccc(-c2csc(N3CCC[C@@H]3C(=O)NCCn3c(C(F)(F)F)nc4ccccc43)n2)cc1	-9%	89	-0.2%	-4%	5.7	-3%	0.9%	-6%	-8%	-1.3%
46	COc1oc(-c2ccc(Cl)cc2)nc1C(F)(F)F	-7%	70	0.1%	0%	-1.4	-1%	0.0%	0%	-1%	0.1%

From PubChem
